Screening data from PubChem.
VLA-4 inh = inhibition in human VLA-4 binding assay, primary screen, VLA-4 allosteric modulator project, MLPCN library, flow cytometry, VLA-4 expressing cells. inhibition, % (about 7 µM as worked out from the volumes in the protocol). 0.2% of 330,000 active. Integrin alpha-4 (Homo sapiens), P13612. ligand binding flow cytometry; in the data active = inhibition above about 50%
GRK2 aptamer HTS = compounds blocking aptamer binding on GRK2 – biochemical, human GRK2, bead flow cytometry, HTS, primary screen; Beta-adrenergic receptor kinase 1 (Homo sapiens), P25098; inhibition of aptamer binding, % at 10 µM; AID 488847, 2010; FAM-aptamer displacement from GRK2; 0.59% of 330,000 active;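 active = inhibition of aptamer binding above 40%, roughly 3 SD of noise, on plates passing a quality check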;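 note: median bead fluorescence of bound FAM aptamer so fluorescent compounds give negative values; no value below 0 was filed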
Target sequence (P25098 whole entry, looked up): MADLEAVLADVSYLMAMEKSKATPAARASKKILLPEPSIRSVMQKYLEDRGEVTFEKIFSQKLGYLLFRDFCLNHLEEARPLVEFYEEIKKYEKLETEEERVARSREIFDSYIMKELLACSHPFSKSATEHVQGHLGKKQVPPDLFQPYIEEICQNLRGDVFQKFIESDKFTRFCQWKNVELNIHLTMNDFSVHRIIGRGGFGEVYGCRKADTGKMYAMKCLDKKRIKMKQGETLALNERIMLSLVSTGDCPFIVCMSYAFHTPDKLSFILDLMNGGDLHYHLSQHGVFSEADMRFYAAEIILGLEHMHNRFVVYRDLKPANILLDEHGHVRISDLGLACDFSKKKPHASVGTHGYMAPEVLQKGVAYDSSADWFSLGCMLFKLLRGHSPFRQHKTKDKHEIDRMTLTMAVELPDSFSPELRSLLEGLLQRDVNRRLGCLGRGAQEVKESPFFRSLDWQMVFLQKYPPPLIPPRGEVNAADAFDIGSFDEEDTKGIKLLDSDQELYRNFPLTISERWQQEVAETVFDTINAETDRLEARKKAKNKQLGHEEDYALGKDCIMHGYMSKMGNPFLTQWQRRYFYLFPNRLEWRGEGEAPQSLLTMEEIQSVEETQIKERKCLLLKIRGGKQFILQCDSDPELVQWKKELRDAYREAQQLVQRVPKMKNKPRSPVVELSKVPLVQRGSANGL
Bcl-xL primary = inhibitors of human Bcl-xL, primary screen, biochemical, fluorescence polarization, HTS; 0.7% of 320,000 active; Bcl-2-like protein 1 (Homo sapiens), Q07817; inhibition, % at 10.9 µM; AID 2129, 2009; GST-Bcl-xL / FITC-Bim BH3 peptide fluorescence polarization;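 active = inhibition above the mean of all tested compounds plus 3 SD, cutoff set per campaign, cut at about 30% in these data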;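 note: 0% = DMSO wells and 100% = unlabeled Bim-BH3 peptide competitor; inhibitors lower millipolarization by displacing the labeled peptide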
GLD-1 TGE inh = GLD-1/TGE RNA complex disruptors, primary screen, biochemical, fluorescence polarization; 0.44% of 320,000 active; inhibition, % at 5.96 µM; AID 2280, 2010; purified GLD-1 + fluorescein TGE RNA;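 active = percent inhibition above a per-plate cutoff, the plate mean of test compounds plus 3 SD, cut at about 30% in these data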;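 note: 0% = DMSO wells with GLD-1 and probe and 100% = wells lacking GLD-1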
AGP1-GFP MLPCN = modulators of AGP1-GFP expression in yeast TOR pathway, primary screen, cell-based, multiplex flow cytometry, S. cerevisiae, MLPCN library. 3 h; GFP as percent of DMSO wells. 0.02% of 320,000 active. GFP response vs DMSO, % at 10 µM;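 active = GFP response relative to DMSO above a set limit, near screen average plus 3 SD, cut at about 150% in these data; inconclusive = fewer than 70 cells counted for the yeast strain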;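 note: median GFP channel fluorescence of the gated AGP1 strain per well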
Fam108B inh = mouse Fam108B serine hydrolase inhibitors, primary screen, counter-screen for RBBP9 inhibitor project, biochemical, fluorescence polarization | recombinant Fam108B, FP-Rh probe fluorescence polarization | inhibition, % at 9.51 µM | 0.33% of 300,000 active | AID 1947, 2009;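 active = inhibition above the screen mean inhibition plus 3 SD, computed separately per campaign, cut at about 18% in these data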;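 note: inhibitors lower polarization as less probe binds the enzyme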
CIT2-GFP yeast = modulators of CIT2-GFP expression in yeast, primary screen, S. cerevisiae, GFP fusion, multiplex flow cytometry, MLPCN library; S. cerevisiae CIT2-GFP strain, 3 h; 100 means same as DMSO wells; GFP response vs DMSO, % at 10 µM; 0.065% of 320,000 active; AID 2029, 2009;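 active = GFP response relative to DMSO above a set limit, near the screen mean plus 3 SD, cut at about 150% in these data; inconclusive = Fewer than 70 cells measured for a yeast strain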;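 note: ratio of well median GFP fluorescence to mean of DMSO wells on the plate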
MEX-5 binding = MEX-5 zinc finger RNA-binding disruptors – biochemical, C. elegans, fluorescence polarization, MLPCN library, primary screen; activity score (negative = inhibition of binding), % at 10 µM; Zinc finger protein mex-5 (Caenorhabditis elegans), Q9XUB2; MEX-5/FITC-TCR2 RNA binding; active compounds read low; AID 1832, 2009; 0.38% of 300,000 active;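 active = inhibition past about -25% in most replicates, and total fluorescence under double the plate's negative control median, limit read from the data; inconclusive = replicates evenly split on the limit, or fluorescence at least double controls; inactive = too little inhibition in most replicates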;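 note: 0% = DMSO and -100% = 5 µM competing unlabeled TCR2 RNA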
MCL1-BIM inh = inhibitors of MCL1 binding to BIM-BH3, primary screen, biochemical, fluorescence polarization; GST-MCL1 / FITC-Bim-BH3 fluorescence polarization; inhibition, % at 10.9 µM; 0.68% of 320,000 active;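 active = inhibition above the mean inhibition of all tested compounds plus 3 SD, set per campaign, cut at about 40% in these data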;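 note: 0% = DMSO wells and 100% = unlabeled Bim-BH3 peptide control; higher means more loss of mP so more displacement of Bim peptide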
Target sequence (Q07820 whole entry, looked up): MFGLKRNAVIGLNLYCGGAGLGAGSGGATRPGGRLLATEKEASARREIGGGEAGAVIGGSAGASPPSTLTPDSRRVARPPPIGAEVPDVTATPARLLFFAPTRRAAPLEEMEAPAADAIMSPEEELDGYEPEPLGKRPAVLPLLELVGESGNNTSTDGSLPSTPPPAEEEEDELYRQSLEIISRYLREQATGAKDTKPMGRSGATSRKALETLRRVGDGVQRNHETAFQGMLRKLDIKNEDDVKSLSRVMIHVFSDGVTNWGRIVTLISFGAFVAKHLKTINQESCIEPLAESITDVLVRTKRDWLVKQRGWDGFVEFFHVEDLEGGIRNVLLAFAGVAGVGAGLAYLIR
* marks the source's active call; other numbers are inactive results; ? = inconclusive; . = no result given.

SMILES | VLA-4 inh | GRK2 aptamer HTS | Bcl-xL primary | GLD-1 TGE inh | AGP1-GFP MLPCN | Fam108B inh | CIT2-GFP yeast | MEX-5 binding | MCL1-BIM inh
Cc1ccccc1CNS(=O)(=O)c1ccc2c(c1)C(C)(C)C(=O)N2C | 18 | 3 | 8 | 1 | 100 | -1 | 108 | 1.5 | 2
CCCCn1c(N)c(N(CC(C)C)C(=O)CC2CCCC2)c(=O)[nH]c1=O | 19 | 1 | -7 | -2 | 101 | 0 | 99 | 0.8 | -14
CCOC(=O)c1cccc(S(=O)(=O)N2CCOCC2)c1 | 15 | 2 | -6 | 0 | 102 | 4 | 102 | 1.7 | 20
O=C(CN1C(=O)C2C3C=CC(C3)C2C1=O)Nc1cccc2c1CCCC2 (centres undefined) | 0 | 0 | 7 | 0 | 111 | -5 | 115 | 0.2 | 6
O=C1NN(c2ccc(F)cc2)C(=O)/C1=C\c1cnn(-c2ccccc2)c1 | 35 | 0 | 3 | 1 | 101 | -3 | 102 | -0.7 | -1
Cc1ccc(OCCOCCN2CCCCC2)c([N+](=O)[O-])c1 | 31 | 0 | 7 | 2 | 100 | -1 | 104 | 1.4 | 12
CCc1ccc(NC(=O)CCc2ccc(CC)o2)cc1 | 12 | 0 | -1 | -4 | 95 | 3 | 97 | 2.9 | -4
CCOc1ccc(NC(=O)CN(C)c2ccc(S(=O)(=O)N(C(C)C)C(C)C)cn2)cc1OCC | 8 | 0 | 3 | 2 | 101 | 4 | 98 | 0.7 | -3
NC(=O)SC/C(=N\S(=O)(=O)c1ccccc1)Nc1ccccc1 | -3 | 0 | 2 | 6 | 87 | 5 | . | . | -1
O=C(Nc1cccc(NC(=O)C2CCCO2)c1)C1CCCO1 (centres undefined) | 0 | 0 | 2 | -1 | 111 | 3 | 108 | 14 | 4
O=C(O)CCCC(=O)OCCc1cc2ccccc2c(=O)o1 | -3 | 0 | . | 3 | 103 | . | 99 | . | .
COc1ccc(NC(=O)c2cccc(-c3ccc(O)cc3)c2)cn1 | -10 | 2 | 144* | 135* | 94 | -4 | 88 | -19 | 179*
Cc1ccc(NC(=O)/C(=C/c2cccc([N+](=O)[O-])c2)NC(=O)C2CCCCC2)c(C)c1 | 2 | 1 | 5 | 5 | 115 | 1 | 107 | 0.1 | 3
C[C@H]1C=CC(=O)O[C@H]1c1ccccc1 | 6 | 1 | 4 | 5 | 87 | -2 | 84 | 2.1 | 3
COc1cccc(NC(=O)CSCC(=O)Nc2ccccc2)c1 | 24 | 1 | 0 | -12 | 104 | 1 | 107 | 1.6 | 1
COc1ccccc1NC(=O)CSc1nnc(Cc2cccn2C)n1CCc1ccccc1 | 5 | 2 | 2 | 4 | 102 | -3 | 95 | 1.4 | -6
Cc1cccn2c(=O)c(C(=O)NCCCN3CCCCC3C)c(O)nc12 (centres undefined) | 5 | 0 | 1 | -1 | 102 | 1 | 102 | -0.2 | 8
Cc1nn(C(C)C(=O)NC2C(=O)N3C(C(=O)O)=C(CSc4nnnn4C)CSC23)cc1Cl (centres undefined) | -2 | 18 | 18 | -2 | 97 | -2 | 91 | -1.3 | 14
CCCn1nc(NC(=O)c2ccco2)c2cc3ccc(C)cc3nc21 | -15 | 1 | 1 | 1 | 99 | -3 | 100 | 3.7 | 1
COc1cccc(NC(=O)CC2C(=O)NC3CCCCC3N2C(=O)c2ccc(F)cc2)c1 (centres undefined) | -5 | 1 | 3 | 3 | 105 | -1 | 103 | 0.3 | -1
COc1cccc(CNc2cnc3ccccc3c2)c1O | 12 | 4 | 2 | -4 | 104 | 1 | 95 | 1.1 | 2
O=C(N/N=C/c1ccc(-c2ccc(Cl)c(C(=O)O)c2)o1)c1cc2c(ccc3ccccc32)o1 | 5 | 27 | 24 | 3 | 104 | -17 | 89 | -12 | 40
CC(OC(=O)C1=COCCO1)C(=O)c1ccc(Br)cc1 (centres undefined) | -19 | 0 | . | -6 | 116 | . | 107 | . | .
CCOC(=O)N/N=C/c1ccc(F)cc1F | 29 | 0 | 4 | 4 | 96 | 2 | 93 | 0.0 | 5

An excerpt from above, reduced to Fam108B inh, GRK2 aptamer HTS and CIT2-GFP yeast:
| Compound | Fam108B inh | GRK2 aptamer HTS | CIT2-GFP yeast |
| --- | --- | --- | --- |
| COc1cccc(CNc2cnc3ccccc3c2)c1O | 1 | 4 | 95 |
| COc1cccc(NC(=O)CC2C(=O)NC3CCCCC3N2C(=O)c2ccc(F)cc2)c1 (centres undefined) | -1 | 1 | 103 |
| Cc1ccc(NC(=O)/C(=C/c2cccc([N+](=O)[O-])c2)NC(=O)C2CCCCC2)c(C)c1 | 1 | 1 | 107 |

Part of the list above, reformatted:
Cc1ccc(NC(=O)/C(=C/c2cccc([N+](=O)[O-])c2)NC(=O)C2CCCCC2)c(C)c1
  VLA-4 inh: 2; GRK2 aptamer HTS: 1; Bcl-xL primary: 5; GLD-1 TGE inh: 5; AGP1-GFP MLPCN: 115; Fam108B inh: 1; CIT2-GFP yeast: 107; MEX-5 binding: 0.1; MCL1-BIM inh: 3

COc1cccc(NC(=O)CSCC(=O)Nc2ccccc2)c1
  VLA-4 inh: 24; GRK2 aptamer HTS: 1; Bcl-xL primary: 0; GLD-1 TGE inh: -12; AGP1-GFP MLPCN: 104; Fam108B inh: 1; CIT2-GFP yeast: 107; MEX-5 binding: 1.6; MCL1-BIM inh: 1

COc1cccc(CNc2cnc3ccccc3c2)c1O
  VLA-4 inh: 12; GRK2 aptamer HTS: 4; Bcl-xL primary: 2; GLD-1 TGE inh: -4; AGP1-GFP MLPCN: 104; Fam108B inh: 1; CIT2-GFP yeast: 95; MEX-5 binding: 1.1; MCL1-BIM inh: 2

Cc1nn(C(C)C(=O)NC2C(=O)N3C(C(=O)O)=C(CSc4nnnn4C)CSC23)cc1Cl (centres undefined)
  VLA-4 inh: -2; GRK2 aptamer HTS: 18; Bcl-xL primary: 18; GLD-1 TGE inh: -2; AGP1-GFP MLPCN: 97; Fam108B inh: -2; CIT2-GFP yeast: 91; MEX-5 binding: -1.3; MCL1-BIM inh: 14

(next part)
SMILES | VLA-4 inh | GRK2 aptamer HTS | Bcl-xL primary | GLD-1 TGE inh | AGP1-GFP MLPCN | Fam108B inh | CIT2-GFP yeast | MEX-5 binding | MCL1-BIM inh
Cc1[nH]nc2c1C(c1cc(Br)cs1)C(C#N)=C(N)O2 (centres undefined) | 34 | 3 | 5 | -3 | 94 | -1 | 84 | -1.6 | 10
O=C(Nc1ccc2c(c1)OCCO2)c1ccccc1 | -9 | 0 | 5 | 5 | 99 | 4 | 103 | 1.7 | 7
CC(C)(C)NC(=O)C(c1ccc(F)cc1)N(Cc1cccs1)C(=O)c1ccc(CN2CCOCC2)o1 (centres undefined) | 47 | 1 | 3 | 6 | 98 | 0 | 97 | 0.2 | -3
CCS(=O)(=O)N1CCN(C(=O)c2ccco2)CC1 | -2 | 0 | -3 | 1 | 83 | -3 | 74 | 1.7 | -3
CCOc1ccc(CCNC(=O)c2cc3c(s2)CS(=O)(=O)C3)cc1OCC | 3 | 0 | -2 | -5 | 99 | -1 | 109 | -1.6 | -1
COc1ccc(N2CCN(C(=O)CN(C)S(=O)(=O)c3cccs3)CC2)cc1 | 2 | 0 | -5 | 2 | 111 | 0 | 108 | -0.2 | -3
O=C(c1ccccc1)c1nc[nH]c1C(=O)Nc1ccccc1 | -11 | 0 | 3 | 5 | 91 | 3 | 103 | -1.4 | 10
CCC(C)c1ccc(NC(=S)NC(C)C2CCCO2)cc1 (centres undefined) | 17 | 1 | 4 | 5 | 114 | 4 | 103 | -1.5 | 6
NC(=O)CSc1nnc(-c2ccccc2)c(-c2ccccc2)n1 | 12 | 3 | 6 | -5 | 96 | 0 | 97 | 0.2 | -3
CCN(CC)S(=O)(=O)c1cccc(-c2n[nH]c(=S)n2/N=C/c2ccc(OC(F)F)cc2)c1 | 1 | 1 | -30 | 10 | 99 | 8 | 101 | 4.0 | -25
CCOC(=O)c1c(C)[nH]c(C(=O)COC(=O)c2ccccn2)c1C | -10 | 1 | -1 | -4 | 100 | -1 | 105 | -1.2 | -7
Cc1cc(C)cc(Oc2ccc(S(=O)(=O)N3CCN(C)CC3)cn2)c1 | 1 | 2 | 3 | -1 | 101 | -1 | 95 | 2.0 | -2
COc1cc2ccnc(Cc3cccc(OC)c3OC)c2cc1OC | 7 | 0 | 7 | 4 | 106 | 4 | 103 | 5.5 | 1
O=C(Nc1ccc(C(=O)N2CCCCC2)cc1)c1cccs1 | 0 | 2 | 0 | 4 | 98 | -1 | 100 | 1.4 | -4
COc1cc(CCC(=O)Nc2ncc(C)s2)cc(OC)c1OC | -6 | 0 | 3 | 5 | 103 | 0 | 98 | -1.0 | 2
COc1ccc(OCC(=O)Nc2ccc3c(c2)nc2n3CCSC2)cc1 | 26 | 2 | 5 | 3 | 101 | 3 | 102 | 5.7 | 5
O=C1c2ccncc2C(=O)N1Cc1cccc(Cl)c1 | 21 | 1 | 3 | 8 | 104 | 7 | 90 | 1.5 | -2
COc1ccccc1N1CCN(C(CNC(=O)c2ccc3c(c2)OCO3)c2cccnc2)CC1 (centres undefined) | -2 | 0 | 5 | 4 | 103 | 0 | 106 | 0.6 | 3
CCCOC(=O)C1C2C=C[C@]3(CN(CCc4ccccc4)C(=O)[C@H]13)O2 (some centres undefined) | -4 | 0 | 4 | 2 | 104 | 1 | 100 | 1.3 | 3
COc1cccc(C(=O)O/N=C(\C)c2cnccn2)c1 | 7 | 2 | 1 | -2 | 96 | 0 | 89 | -0.1 | 3
CC1Cc2ccccc2N1C(=O)CSc1nnc(-c2ccc(S(=O)(=O)N3CCCC3)cc2)n1C (centres undefined) | 21 | 1 | -3 | -2 | 100 | -3 | 97 | -1.1 | -2
O=C(Nc1ccon1)c1sc2ccccc2c1Cl | 11 | 0 | 2 | 3 | 101 | 0 | 98 | -0.8 | 5
Cc1cccc2cc(COC(=O)C(C)(C)C)c(=O)[nH]c12 | 8 | 3 | -4 | -3 | 97 | -3 | 94 | 3.3 | -2
CCC(CC)COC(=O)C1=C(C)NC(=O)NC1c1ccc([N+](=O)[O-])cc1 (centres undefined) | 12 | 0 | -2 | 4 | 104 | -2 | 106 | 0.9 | -1
CN1/C(=C\C=C(/C#N)C(=O)Nc2ccc(Cl)cc2)C(C)(C)c2ccccc21 | -7 | 1 | -20 | -22 | 100 | 7 | 97 | ? | -35
Cc1ccc(-c2cc(C(=O)NCc3ccco3)no2)cc1 | 11 | 3 | -2 | 6 | 97 | 2 | 89 | -2.2 | 2
